# High-throughput results: PubChem, several laboratories
# OPRM1-OPRD1 ag = agonists of OPRM1-OPRD1 heterodimerization, primary screen, cell-based, luminescence. cells. activation, % at 9.3 µM. 0.3% of 340,000 active. AID 504326, 2011; in the data active means activation above about 18%;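 further: 0% = vehicle-treated cells and 100% = reference agonist; values of inactives mirror those of a sister screen read the other way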
# Target sequence (P35372 whole entry, looked up): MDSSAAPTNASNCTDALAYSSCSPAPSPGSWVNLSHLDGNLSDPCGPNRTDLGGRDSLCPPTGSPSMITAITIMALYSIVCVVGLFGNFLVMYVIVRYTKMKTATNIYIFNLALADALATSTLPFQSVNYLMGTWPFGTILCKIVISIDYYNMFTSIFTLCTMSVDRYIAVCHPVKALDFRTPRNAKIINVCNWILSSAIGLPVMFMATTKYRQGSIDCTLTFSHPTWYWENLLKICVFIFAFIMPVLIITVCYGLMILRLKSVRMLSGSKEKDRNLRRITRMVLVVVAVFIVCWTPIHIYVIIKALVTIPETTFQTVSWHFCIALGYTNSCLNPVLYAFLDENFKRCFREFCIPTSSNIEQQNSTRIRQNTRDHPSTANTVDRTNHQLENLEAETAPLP
# Target sequence (P41143 whole entry, looked up): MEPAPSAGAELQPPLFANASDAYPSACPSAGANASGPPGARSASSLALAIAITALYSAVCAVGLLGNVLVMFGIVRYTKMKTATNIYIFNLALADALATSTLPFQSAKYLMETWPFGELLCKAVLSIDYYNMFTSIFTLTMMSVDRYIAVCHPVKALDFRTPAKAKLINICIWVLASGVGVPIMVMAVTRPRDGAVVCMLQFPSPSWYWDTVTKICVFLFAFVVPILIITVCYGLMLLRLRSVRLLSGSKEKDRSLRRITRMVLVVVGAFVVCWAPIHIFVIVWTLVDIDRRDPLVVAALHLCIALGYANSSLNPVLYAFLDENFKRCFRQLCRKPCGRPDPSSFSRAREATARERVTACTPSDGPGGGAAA
# PfHsp90 set2 = growth inhibition of PfHsp90-expressing yeast, primary screen, antimalarial PfHsp90 inhibitor project, S. cerevisiae, BacTiter-Glo luminescence, single point, set 2. BacTiter-Glo ATP, 48 h; yeast lacking PDR1 and PDR3 efflux regulators. inhibition, % at 9.4 µM. 0.32% of 310,000 active;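 active means every replicate shows inhibition above about 80%, whatever the replicate mean, limit read from the data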;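 further: 0% = DMSO neutral controls and 100% = 20 µM radicicol positive controls; yeast relying on Plasmodium falciparum Hsp90 in place of its own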
# Ecoli viability = E. coli V3065 growth inhibition, primary screen, counter-screen for AddAB inhibitor project, absorbance, OD600; 18 h; inhibition, % at 11.9 µM; 0.27% of 330,000 active;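 active means inhibition above the campaign's mean inhibition across all tested compounds plus 3 SD, cut at about 9.9% in these data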;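 further: uninfected addAB+ strain grown without phage in ampicillin broth; 0% = DMSO wells and 100% = ciprofloxacin 0.95 µg/ml wells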
# PKA-R1A activ = activators of PKA-R1A holoenzyme, primary screen, biochemical, fluorescence polarization, Cy5-IP20, bovine R1A, mouse PKAc; cAMP-dependent protein kinase type I-alpha regulatory subunit (Bos taurus) + …; PKA-R1A dissociation; scaled: DMSO 0%, 113 µM cGMP 100%; activation, % at 11.4 µM; 0.083% of 340,000 active;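 active means percent activation above the mean of all tested compounds plus 3 SD, cut at about 19% in these data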;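 further: higher means more PKAc released from R1A so a rise in polarization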
# PKA-R2B act = activators of PKA-R2B holoenzyme, primary screen, biochemical, fluorescence polarization, Cy5-IP20, human; cAMP-dependent protein kinase catalytic subunit beta (Homo sapiens) + cAMP-dependent …; PKA-R2B holoenzyme dissociation; R2B truncated from residue 108, S112A mutant; 0% DMSO only, 100% 113 µM cGMP; activation, % at 11.4 µM; 0.079% of 340,000 active; AID 504700, 2011;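 active means activation above a cutoff set at the mean over all compounds plus 3 SD, cut at about 18% in these data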;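 further: higher means more holoenzyme dissociation and a rise in polarization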
# AddAB inh = growth inhibition of E. coli expressing H. pylori AddAB, primary screen, AddAB inhibitor project, absorbance. inhibition, % at 11.9 µM. 0.29% of 330,000 active; in the data active means inhibition above about 12%;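 further: 0% = vehicle wells of infected cells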
# phage Ecoli inh = growth loss of phage-infected E. coli, primary screen, RecBCD inhibitor project, absorbance, with phage, HTS. inhibition, % at 11.9 µM. 0.26% of 360,000 active; in the data active means inhibition above about 11%
# Tat export inh = E. coli Tat export inhibitors, primary screen, MC4100, TorA-mCherry reporter, fluorescence, single point | inhibition, % at 10 µM | 0.036% of 340,000 active | AID 488895, 2010;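 active means mean replicate inhibition at least 50% and at least half of replicates individually reaching 50%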;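 further: exported cargo escapes ClpAP degradation while cytoplasmic cargo is degraded and loses fluorescence; 0% = median of neutral control wells and 100% = median of NaSCN control wells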
# SUMO Mot1 rescue = yeast Mot1-301 growth rescue at high temperature, primary screen, SUMOylation pathway inhibitor project, S. cerevisiae, ATP luminescence, 38.5C. S. cerevisiae Mot1-301 growth rescue; percent above DMSO median, 100 means doubled. growth rescue, % at 18.8 µM. 1% of 320,000 active. AID 2716, 2010;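 active means every valid replicate shows activation above 250% relative to neutral control wells; inactive means the rest, any valid replicate at or below 250%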;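 further: OY570 slx delta 5 strain wells were the positive control but not used for scaling; some compounds called inactive have numbers as strong as hits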
# OPRM1-OPRD1 inv = inverse agonists of MOR-DOR heterodimerization, primary screen, cell-based, luminescence. 0.21% of 340,000 active. Mu-type opioid receptor (Homo sapiens) + Delta-type opioid receptor (Homo sapiens), …. cell-based MOR-DOR heterodimer luminescence, inverse agonism. inhibition, % at 9.3 µM; in the data active means inhibition above about 22%, passing the limit was not always enough;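 further: 0% = cells with DMSO and 100% = wells without cells with DMSO; values of inactives mirror those of a sister screen read the other way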
# HTR5A inv ag = HTR5A inverse agonists in luminescence cell assay, primary screen, counter-screen for OPRM1-OPRD1 heterodimer inverse agonist project, full-deck HTS; 0.083% of 340,000 active; 5-hydroxytryptamine receptor 5A (Homo sapiens), P47898; inhibition, % at 9.3 µM; AID 504634, 2011; HTR5A cell line, inverse agonism; in the data active means inhibition mostly above about 23%, no sharp cut-off; inactive means mostly below about 18%;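 further: 0% = cells with DMSO and 100% = no-cell wells with DMSO; some compounds called inactive have numbers as strong as hits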
# The depositor's hits bear a star; / = no result given.
SMILES,OPRM1-OPRD1 ag,PfHsp90 set2,Ecoli viability,PKA-R1A activ,PKA-R2B act,AddAB inh,phage Ecoli inh,Tat export inh,SUMO Mot1 rescue,OPRM1-OPRD1 inv,HTR5A inv ag
CCOCC(=O)Nc1cc(C)on1,-2.9,16,-0.5,-8,2,-2.1,2.3,1,-11,14,2
Cc1ccc(C)c(N2CCN(C(=O)CCC(=O)Nc3nnc(C(F)(F)F)s3)CC2)c1,8.1,15,-2.6,-4,-8,-0.3,0.9,13,2,-40,-12
Cc1cc(C)c(S(=O)(=O)c2ccccc2)c(OC(=O)c2c(F)cccc2Cl)n1,0.1,6,-1.9,-1,-2,4.6,0.5,-1,18,0,-21
O=C(CCCOc1ccccc1)NC1CCCc2ccccc21 (stereo not drawn),-1.6,30,-1.1,-10,-7,-0.1,-0.6,16,/,8,-8
CC(=O)Nc1c(Cl)cc([N+](=O)[O-])c2ccccc12,-0.6,12,-1.0,1,-5,3.7,3.9,-7,-5,4,-25
CN(C)c1ccnc(Nc2ccc(O)cc2)c1C#N,2.1,3,3.5,-1,-11,1.8,4.2,-11,-17,-12,-4
Cc1cc(C(=O)NNC(=S)NCC(C)C)no1,-1.4,/,0.2,-4,1,-1.0,2.2,7,10,8,12
Cc1cc(C(=O)Nc2cccc(-c3ccc(N4CCOCC4)nn3)c2)ccc1[N+](=O)[O-],-1.1,/,0.5,1,-1,2.5,-0.1,-11,-2,7,5
NC1=NN=C(N2N=C(c3ccco3)CC2(O)C(F)(F)F)n2ncnc2C1 (stereo not drawn),0.0,0,2.5,-5,-5,4.4,3.2,5,-16,0,8
Cc1onc(C(=O)N2CCC(C(N)=O)CC2)c1-c1ccccc1Cl,-3.2,15,2.2,-7,-4,-1.3,0.6,-1,-12,18,-7
COc1ccc(OC)c(NC(=O)c2cc(-c3c(C)cc(C)cc3O)n[nH]2)c1,1.7,5,-3.3,5,7,-2.2,0.7,0,52,-8,4
Cc1cc(=O)oc2c(C)c(OCC(=O)NCCN3CCOCC3)ccc12,-4.8,-33,-1.9,-18,6,-0.8,-0.5,-3,-10,25,9
CSc1nc2ccccc2c(=O)n1N,-0.5,-11,1.9,7,9,0.1,1.0,0,-14,3,7
OC1CCCN(Cc2ccccc2)C1 (stereo not drawn),3.9,0,-2.5,-17,-1,1.8,-0.3,-11,-15,-24,-2
O=C(CNCCN1CCOCC1)Nc1ccccc1Sc1ccccc1,-3.2,-3,-3.1,-10,0,-0.7,-1.1,-13,-25,16,5
COc1ccccc1N1CCN(C(=O)c2cc3cc(Cl)ccc3[nH]2)CC1,3.5,-16,0.5,3,3,0.1,0.5,11,-7,-17,4
CNNC(=S)Nc1ccc(Cl)cc1,-1.7,-16,-1.5,15,-7,-0.5,0.2,-3,-18,8,8
C=CCSc1nc2sc3c(c2c(=O)[nH]1)CC(C)(C)OC3,1.9,1,/,-4,9,/,1.2,-5,/,-10,-12
CC1CCCCC1NC(=O)C1CCN(C(=O)NC2CCCCC2)CC1 (stereo not drawn),-2.4,/,1.9,8,6,3.4,2.5,-3,-11,14,-14
Cc1[nH]c(=O)[nH]c(=O)c1CSCC(=O)OCC(=O)c1ccc(Br)cc1,-3.9,-6,0.6,-6,-5,0.9,3.9,7,-7,22,5

# Another view of part of the listing above:
C=CCSc1nc2sc3c(c2c(=O)[nH]1)CC(C)(C)OC3
  OPRM1-OPRD1 ag: 1.9; PfHsp90 set2: 1; Ecoli viability: /; PKA-R1A activ: -4; PKA-R2B act: 9; AddAB inh: /; phage Ecoli inh: 1.2; Tat export inh: -5; SUMO Mot1 rescue: /; OPRM1-OPRD1 inv: -10; HTR5A inv ag: -12

CC1CCCCC1NC(=O)C1CCN(C(=O)NC2CCCCC2)CC1 (stereo not drawn)
  OPRM1-OPRD1 ag: -2.4; PfHsp90 set2: /; Ecoli viability: 1.9; PKA-R1A activ: 8; PKA-R2B act: 6; AddAB inh: 3.4; phage Ecoli inh: 2.5; Tat export inh: -3; SUMO Mot1 rescue: -11; OPRM1-OPRD1 inv: 14; HTR5A inv ag: -14

# (next part)
SMILES,OPRM1-OPRD1 ag,PfHsp90 set2,Ecoli viability,PKA-R1A activ,PKA-R2B act,AddAB inh,phage Ecoli inh,Tat export inh,SUMO Mot1 rescue,OPRM1-OPRD1 inv,HTR5A inv ag
COC(=O)c1sc(-c2ccc(Cl)cc2)cc1NC(=O)COCC(=O)O,-1.9,0,0.1,-4,11,0.8,2.9,3,-1,10,-1
Cc1cc(C)nc(SCC(=O)N/N=C\c2sccc2C)n1,-0.2,16,1.9,1,-7,2.4,1.9,-2,-2,1,-48
CCCCN(C)S(=O)(=O)c1cc(Br)cc2c1N(C(=O)C1CC1)CC2,-1.6,-19,-1.0,-1,-4,1.5,/,1,1,8,-1
CCOc1ccc(NC(=O)c2ccc(NC(=O)c3ccccc3Br)cc2)cc1,-0.9,9,/,-1,4,/,3.8,-1,/,6,-20
Cc1cc(C)cc(Oc2ccc(-c3nnc(-c4ccccc4)o3)cc2[N+](=O)[O-])c1,-1.4,-3,-0.1,3,-1,3.9,1.7,-15,8,7,2
CC(/C=C/c1ccccc1)=N\NC(=O)c1ccncc1,-3.2,-17,-0.6,-8,2,-0.4,-0.4,-5,-7,18,-14
Fc1cccc(-n2ncc(-c3nnnn3-c3ccccc3)c2C(F)(F)F)c1,1.7,-16,0.4,-7,-5,2.8,1.6,2,-8,-11,9
COc1ccc(C(C(=O)NCC2CCCO2)N(C(=O)CNC(=O)c2cccs2)c2ccc(C(C)=O)cc2)cc1OC (stereo not drawn),-4.0,11,0.1,-7,-6,1.5,3.7,-2,-7,20,-3
c1ccc(-c2csc3ncnc(NCCCN4CCOCC4)c23)cc1,-0.4,-9,0.9,9,0,-0.6,4.0,-2,-5,2,3
Cc1ccnc(NS(=O)(=O)c2ccc(NC(=O)C3C4C=CC(C4)C3C(=O)O)cc2)n1 (stereo not drawn),-0.8,-14,4.4,7,12,5.3,4.0,0,118,4,-4
CCC(C)C1=CC(=Nc2c(C)n(C)n(-c3ccccc3)c2=O)C=C(C(C)CC)C1=O (stereo not drawn),-4.9,6,1.0,-12,-1,0.3,-1.6,-2,525,28,-1
O=C1CNC(=O)N1CC(=O)N1CCCc2ccccc21,0.5,/,2.0,4,4,0.8,1.4,-6,-3,-2,15
CC(=O)c1cccc(CN2CCN(CCc3ccccc3)C(CCO)C2)c1 (stereo not drawn),0.3,-12,-0.4,-2,-3,-1.5,0.0,0,-5,-1,-3
O=C(CNC(=O)c1ccc(S(=O)(=O)N2CCCC2)cc1)N/N=C/c1ccc(Cl)cc1Cl,-1.0,12,-2.3,-10,-7,-1.6,3.7,-3,33,5,9
COCCCNC(=S)NC1CCCCC1,2.3,10,0.2,-11,11,0.9,4.2,-10,-3,-10,-33
CN(C)CCSc1nc(-c2ccccc2)nc2c1COC(C)(C)C2,-1.4,-12,0.0,0,-2,0.1,2.6,-2,-11,8,0
NC(=S)Nc1cccc2cn[nH]c12,-1.6,-10,0.9,-5,7,2.6,3.0,-1,-4,7,-7
COCCCN1CN(S(=O)(=O)c2ccc(C)cc2C)c2nc3ccccc3nc21,-3.3,-22,0.6,-3,3,0.6,-0.1,11,-1,17,5
Cc1cc(N2CCN(C)CC2)ccc1NC(=O)c1ccc(-c2ccc(Cl)cc2)o1,26*,2,-3.4,-6,2,0.1,2.1,4,4,-136,-5
O=C(CN1CCN(S(=O)(=O)N2CCOCC2)CC1)Nc1cc(Cl)ccc1Cl,1.1,1,0.1,-6,1,4.4,-0.3,-2,-18,-9,4

# One compound at a time (already shown).
# CC(/C=C/c1ccccc1)=N\NC(=O)c1ccncc1 is listed with OPRM1-OPRD1 ag: -3.2; PfHsp90 set2: -17; Ecoli viability: -0.6; PKA-R1A activ: -8; PKA-R2B act: 2; AddAB inh: -0.4; phage Ecoli inh: -0.4; Tat export inh: -5; SUMO Mot1 rescue: -7; OPRM1-OPRD1 inv: 18; HTR5A inv ag: -14
# Fc1cccc(-n2ncc(-c3nnnn3-c3ccccc3)c2C(F)(F)F)c1 is listed with OPRM1-OPRD1 ag: 1.7; PfHsp90 set2: -16; Ecoli viability: 0.4; PKA-R1A activ: -7; PKA-R2B act: -5; AddAB inh: 2.8; phage Ecoli inh: 1.6; Tat export inh: 2; SUMO Mot1 rescue: -8; OPRM1-OPRD1 inv: -11; HTR5A inv ag: 9
# CCC(C)C1=CC(=Nc2c(C)n(C)n(-c3ccccc3)c2=O)C=C(C(C)CC)C1=O (stereo not drawn) is listed with OPRM1-OPRD1 ag: -4.9; PfHsp90 set2: 6; Ecoli viability: 1.0; PKA-R1A activ: -12; PKA-R2B act: -1; AddAB inh: 0.3; phage Ecoli inh: -1.6; Tat export inh: -2; SUMO Mot1 rescue: 525; OPRM1-OPRD1 inv: 28; HTR5A inv ag: -1

# Going on with the list.
SMILES,OPRM1-OPRD1 ag,PfHsp90 set2,Ecoli viability,PKA-R1A activ,PKA-R2B act,AddAB inh,phage Ecoli inh,Tat export inh,SUMO Mot1 rescue,OPRM1-OPRD1 inv,HTR5A inv ag
COc1cccc(C(=O)Nc2ccc3[nH]ncc3c2)c1,-0.1,-2,-2.4,-5,1,2.0,0.6,0,-8,1,7
Cc1cccc(NS(=O)(=O)c2cccc(C(=O)NCCCN3CCCC3=O)c2)c1,-1.3,-14,0.2,-12,-1,4.4,3.7,3,-13,8,2
COc1ccc(-c2cc(C(=O)N(C)Cc3ccccc3)c3ccccc3n2)cc1,1.2,-4,-1.5,-4,-5,0.1,0.4,14,-10,-6,15
CCc1noc(C)c1C(=O)NNC(=O)COc1cc(C)ccc1C,-1.0,3,0.5,13,5,3.9,-1.6,-1,6,4,13
CCOC(=O)c1c(C)[nH]c(C)c1C(=O)COC(=O)Cc1ccc(OC)c(OC)c1,-1.9,2,1.9,1,0,-0.1,0.7,-1,-11,9,-21
CC(C)C(=O)Nc1nnc(SCC(=O)NC2CC2)s1,-2.9,10,0.6,-8,3,3.2,0.5,-11,-11,17,25
O=C(CCc1ccccc1)Nc1cccnc1,-2.1,3,-1.2,-3,0,-1.5,1.5,-2,159,10,-27
CC1=C(C(=O)Nc2ccccn2)C(c2ccc(N(C)C)cc2)n2ncnc2N1 (stereo not drawn),-2.6,0,2.1,-2,0,1.4,-1.0,6,15,15,7
Cc1ccc(C(=O)c2c(NC(=O)c3ccccc3C)sc(C)c2C)cc1,-1.2,/,-1.0,5,10,-0.3,0.9,3,-4,6,0
CN(C)CCNC(=O)CNC(=S)N(CCCN1CCOCC1)Cc1cccs1,-3.0,-3,-0.4,-7,-5,2.0,1.7,4,8,15,26
